Rev-erbA mod – Rev-erb alpha (human) modulation | activity, % at 10 µM | AID 1259318 | P20393 | Rev-erbα–FITC-DNA binding, fluorescence polarization, 90 min | hit rate 0.79% among 370,000;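 active means activity above about 14%, limit read from the data; passing the limit was not always enough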;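 further: 0% = DMSO wells with 35 nM protein and 100% = DMSO wells with 750 nM protein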
HGIII-sPLA2 inh – Blocks human group III sPLA2 activity. AID 743126. QFRET BODIPY PC-A2 liposome hydrolysis, fluorescence. inhibition, % at 12.2 µM. Q9NZ20. hit rate 0.56% among 370,000;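 active means inhibition above mean plus 3 SD of compounds lying within the high and low control bounds, cut at about 19% in these data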;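 further: 0% = median of test compound wells and 100% = no enzyme DMSO wells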
hcDAF12 agonist – activates DAF-12 receptor from parasite H. contortus; activation, % at 6.8 µM; HEK293 hcDAF-12 lit1-tk-luc reporter, luminescence; 0% DMSO, 100% Δ7-dafachronic acid; hit rate 1.4% among 370,000;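 active means activation above the mean of all tested compounds plus 3 SD, cut at about 5.5% in these data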;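 further: 100% = response to 3 µM Δ7-dafachronic acid high control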
DAX1 inh-1 – NR0B1 (DAX1) inhibition; P51843; AID 504766; inhibition, % at 6.75 µM; HEK293 Gal4-DAX1 luciferase reporter, luminescence; hit rate 0.99% among 340,000;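 active means inhibition above the mean over all tested compounds plus 3 SD, cut at about 4.2% in these data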;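 further: 0% = DAX1-transfected cells with DMSO and 100% = empty-vector control cells with DMSO; inhibition shows as a rise in luminescence from relieved DAX1 repression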
hgDAF-12 ag – hgDAF-12 agonism, primary luciferase screen; hit rate 1.8% among 370,000; HEK293 GAL4-hgDAF12 UAS-luciferase reporter, agonist luminescence; normalized to butyrate control; activation, % at 6.8 µM;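 active means activation above a cutoff set at the mean of all screened compounds plus 3 SD, cut at about 10% in these data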;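 further: 0% = DMSO wells and 100% = sodium butyrate wells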
PG9 Ab binder – PG9 antibody binding by small molecule. TR-FRET gp120-PG9 antibody binding. inhibition, % at 6.7 µM. hit rate 0.43% among 360,000; in the data active means inhibition above about 8.5%
DAX1 inh-2 – blocks DAX1 repression of SF-1 activated StAR promoter. HEK293T StAR-luciferase reporter, SF-1/DAX-1 repression relief. inhibition, % at 6.8 µM. hit rate 1.1% among 370,000. AID 652010;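 active means inhibition above the mean over all tested compounds plus 3 SD, cut at about 3.6% in these data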;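 further: 0% = DAX-1 cells with DMSO and 100% = cells lacking DAX-1 with DMSO; higher inhibition means more luminescence from relief of DAX-1 repression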
ssDAF12 agonist – activators of S. stercoralis DAF-12 nuclear receptor | activation, % at 6.8 µM | hit rate 1% among 370,000 | HEK293 ssDAF-12/GRIP1 lit1-tk-luc reporter, luminescence; % of 3 µM dafachronic acid response;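 active means activation above the mean over all tested compounds plus 3 SD, cut at about 0.9% in these data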;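 further: 0% = DMSO-only wells and 100% = 3 µM delta7-dafachronic acid wells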
PLCb3 inh – PLC-beta3 (human) inhibition, primary screen | Q01970 | Purified PLC-beta3, fluorogenic substrate, fluorescence | inhibition, % at 12.2 µM | hit rate 0.18% among 370,000 | AID 720704; in the data active means inhibition above about 11%;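 further: 0% = median of compound wells on plate and 100% = full blocker control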
Target sequence (Q01970 whole entry, looked up): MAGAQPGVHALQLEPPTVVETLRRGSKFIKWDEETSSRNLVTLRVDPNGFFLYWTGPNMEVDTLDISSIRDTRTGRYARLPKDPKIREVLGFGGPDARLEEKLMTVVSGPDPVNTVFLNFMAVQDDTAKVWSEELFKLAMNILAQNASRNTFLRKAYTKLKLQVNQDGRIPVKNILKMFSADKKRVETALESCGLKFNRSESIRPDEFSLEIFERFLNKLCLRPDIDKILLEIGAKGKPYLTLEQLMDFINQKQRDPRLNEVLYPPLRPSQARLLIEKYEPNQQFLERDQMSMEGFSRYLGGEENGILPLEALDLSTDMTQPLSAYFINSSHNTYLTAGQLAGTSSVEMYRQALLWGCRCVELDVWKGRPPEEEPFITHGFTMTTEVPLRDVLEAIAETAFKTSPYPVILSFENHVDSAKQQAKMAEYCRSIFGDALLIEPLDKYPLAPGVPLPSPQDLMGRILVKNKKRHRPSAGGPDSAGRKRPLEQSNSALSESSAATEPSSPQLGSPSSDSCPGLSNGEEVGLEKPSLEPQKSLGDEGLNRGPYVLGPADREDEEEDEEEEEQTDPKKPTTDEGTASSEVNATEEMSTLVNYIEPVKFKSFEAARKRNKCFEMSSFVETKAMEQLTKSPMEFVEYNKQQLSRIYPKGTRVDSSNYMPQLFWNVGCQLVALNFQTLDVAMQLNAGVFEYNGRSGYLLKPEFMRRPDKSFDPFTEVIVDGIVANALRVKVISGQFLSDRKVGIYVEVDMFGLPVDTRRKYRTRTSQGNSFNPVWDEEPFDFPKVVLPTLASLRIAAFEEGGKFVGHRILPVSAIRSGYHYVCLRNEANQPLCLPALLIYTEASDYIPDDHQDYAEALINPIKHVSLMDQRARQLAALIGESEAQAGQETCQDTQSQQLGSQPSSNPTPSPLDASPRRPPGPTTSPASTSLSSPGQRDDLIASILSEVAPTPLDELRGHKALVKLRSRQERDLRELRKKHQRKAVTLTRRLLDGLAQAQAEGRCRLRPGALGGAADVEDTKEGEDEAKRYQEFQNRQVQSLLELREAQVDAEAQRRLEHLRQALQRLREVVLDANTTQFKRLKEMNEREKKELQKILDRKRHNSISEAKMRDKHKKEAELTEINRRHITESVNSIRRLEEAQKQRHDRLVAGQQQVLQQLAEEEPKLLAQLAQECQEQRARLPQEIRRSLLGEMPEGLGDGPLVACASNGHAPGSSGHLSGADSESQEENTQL
FXN GAA850 act – frataxin GAA850 promoter activation. HEK293 lucGAA850 FXN promoter luciferase reporter, 24 h; percent of 10 µM SAHA response. activation, % at 6 µM. hit rate 0.56% among 360,000. AID 540364;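 active means activation above the average of all compounds screened plus 3 SD, cutoff fixed separately per campaign, cut at about 7.5% in these data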;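 further: 0% = DMSO wells and 100% = 10 µM SAHA wells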
SMARCA2 act – SMARCA2 function activation, primary screen; MG213 cells, MMTV-luciferase reporter, dexamethasone, overnight; activation, % at 9.1 µM; hit rate 1% among 370,000; AID 652017; in the data active means activation above about 7.8%;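 further: 0% = vehicle wells and 100% = reference activator wells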
* = called active by the depositor; x = no result given.

Each structure is followed by: Rev-erbA mod, HGIII-sPLA2 inh, hcDAF12 agonist, DAX1 inh-1, hgDAF-12 ag, PG9 Ab binder, DAX1 inh-2, ssDAF12 agonist, PLCb3 inh, FXN GAA850 act, SMARCA2 act
Cc1nc(Cc2nnc(SCC(=O)N3CC(=O)Nc4ccccc43)o2)cs1
→ -9, 1, -1.1, -0.5, 0.6, -0.7, -0.9, -0.5, -1, -2.6, -1
CCC(=O)Nc1ccc(NC(=O)Cc2ccccc2)cn1
→ 1, 4, -1.2, 0.1, 0.1, -2.6, -0.1, -1.2, 4, 0.6, 8.7*
O=C(NCCc1ccco1)C(=O)NCC1OCCCN1S(=O)(=O)c1ccc(F)cc1 (stereo not drawn)
→ 2, -1, -1.1, -0.5, -2.6, -0.2, 0.2, -0.8, -7, 1.7, -4
CCCCCOc1ccc(C(=O)NC(CCC)C(=O)O)cc1 (stereo not drawn)
→ 3, -4, -0.7, 0.3, 0.3, -0.5, 0.0, -1.3, 3, 1.5, -1
COc1ccc(-c2nc(NC(=O)C3CC(=O)N(Cc4ccco4)C3)sc2C)cc1 (stereo not drawn)
→ 7, -17, -2.1, -0.5, -1.2, 1.6, -3.8, -2.4, -44, -0.5, -5
Cc1c(Cl)c(=O)oc2cc(OCC(=O)NCc3cccs3)ccc12
→ -2, 1, -1.0, -0.8, -1.6, -1.4, -1.3, -1.7, -116, 0.9, 0
CCOC(=O)c1sc(NC(=O)CS(=O)(=O)c2ccc(C)cc2)nc1C
→ 4, -25, -0.3, 1.5, -2.4, -0.1, 0.4, -0.6, -4, 0.7, 1
O=C(NCc1ccco1)C(c1ccccc1)N(C(=O)Cc1cccs1)c1cccnc1 (stereo not drawn)
→ 2, -3, -1.2, -0.1, 0.7, -0.3, -0.4, -0.5, 1, -1.1, -1
O=C1Nc2ccccc2/C1=C/c1cnc(-c2ccccc2)[nH]1
→ -30, -11, 9.7*, 4.7*, 5.4, -4.3, 0.8, 1.2*, -54, 5.5, 18*
NC(=O)c1nsc(C(=O)N(CC(=O)NCc2ccc(F)cc2)Cc2ccco2)c1N
→ 0, 5, -1.3, -0.5, -2.1, -1.1, 0.5, -1.9, -49, 3.3, 2
Cc1ccc(C(=O)N2CCN(c3ccc(NC(=S)NC(=O)c4cccs4)cc3)CC2)cc1
→ -5, -3, -0.9, -0.5, -2.9, -0.2, -0.4, -0.5, 3, -3.1, -1
O=c1c2cccnc2[nH]c(=S)n1CCCN1CCN(c2ccccc2F)CC1
→ -6, 5, -1.8, -1.1, 2.7, 0.3, -0.5, -0.5, 2, 1.2, 2
CCc1ccc(CCC(=O)Nc2nnc(C)s2)o1
→ 1, -14, -0.9, -1.1, 6.8, -2.2, 0.4, -1.1, -3, 1.7, 1
FC(F)(F)COc1ccc(-n2ccnc2)nn1
→ -1, 3, -0.4, -1.0, 0.9, 1.0, 1.0, -0.9, -4, 0.9, 4
O=C(COc1ccc([N+](=O)[O-])cc1)Nc1cc(C(=O)O)cc(C(=O)O)c1
→ -4, 2, -0.8, 2.4, -0.5, 0.5, 0.4, -1.0, 0, 1.0, 0
COC(=O)c1ccc(NC(=O)CSC2=NC(=O)C(c3ccccc3)C(=O)N2)cc1 (stereo not drawn)
→ -6, 3, 0.9, -0.5, 1.3, -0.8, -0.1, -1.1, 5, 0.6, -3
COc1cccc(C(=O)Nc2nnc(S(=O)(=O)N(C)Cc3ccccc3)s2)c1
→ 4, -10, 0.9, 0.1, -2.1, -1.6, 0.1, -0.8, -30, 1.0, 0
CCOC(=O)c1ccc2c(c1)N(CC(=O)N1CCCC1)C(=O)C(C)(C)O2
→ -5, -1, -1.3, 0.1, 0.5, -1.7, 0.3, -1.2, 0, -2.9, -3
CSc1ccc(OC2(C)CCN(Cc3cc4ccccc4o3)C2)cc1 (stereo not drawn)
→ -10, -6, -0.9, x, -2.2, -1.6, -1.2, -1.2, -1, -2.3, -3
Cc1ccc(/C(N)=N/OC(=O)c2cc(-c3ccccc3)nc3ccccc23)cc1
→ 3, 9, -0.9, 0.7, -2.6, 1.4, -0.7, -1.3, 0, -1.7, -3
CC(C)(C)OC(=O)N(CCc1ccccc1)Cc1ccccc1OCc1cccc(NC(=O)C2CCCC2)c1
→ -3, -6, -1.3, 0.1, 1.8, -0.9, -0.1, 0.3, 1, -2.5, 1
Cc1cc(NCC(=O)Nc2ccc(C)c(S(=O)(=O)N3CCOCC3)c2)ccc1Br
→ -3, -19, -1.5, 0.3, -4.2, -2.2, -1.8, -1.5, 5, -1.1, -3
O=S1(=O)CCN2C(c3ccc4c(c3)CCCC4)=CSC2=N1
→ -2, 6, 0.2, -1.2, -1.5, -4.0, -1.2, -1.3, 11*, -0.5, -3
Cc1cc(=S)c2cccc(C)c2[nH]1
→ -3, 6, 0.1, x, -0.5, 6.6, -0.4, -1.4, -3, x, 0
CCCN(C(=O)CCc1cn(CCC)c2ccccc12)c1ccc(N(C)c2ccccn2)cc1
→ -2, -26, 0.1, x, 2.7, -1.4, 0.2, -1.1, -15, x, 2
Cc1[nH]nc2c1C(c1ccc(Cl)cc1)C(C#N)=C(N)O2 (stereo not drawn)
→ -2, -7, -1.1, 0.2, -0.8, -2.5, 0.1, -1.3, 3, -2.8, 2
COCCNS(=O)(=O)c1ccc(-c2ccc(S(=O)(=O)NCCOC)cc2)cc1
→ -4, -4, -2.6, -1.6, -1.6, -1.9, -1.5, -1.9, 0, -0.2, -2
O=C(Oc1c(-c2ccccc2)oc2ccccc2c1=O)c1ccccc1
→ -3, -2, -1.1, -0.6, 3.5, -0.9, 0.7, -1.7, -43, 13*, 1
COc1cccc(-n2c(SCC(=O)NCC3CCCO3)nc3c([nH]c4ccccc43)c2=O)c1 (stereo not drawn)
→ 0, 3, 4.2, -0.5, -3.0, 0.2, 1.0, -0.6, -19, -2.1, -3
COc1ccc2[nH]c3c(=O)n(Cc4ccc(C(=O)N5CCC(C(N)=O)CC5)cc4)c(=S)[nH]c3c2c1
→ 2, 4, 0.3, 0.6, 1.4, -3.4, -0.1, -0.5, -18, -0.8, 3
Cc1ccc2c(c1)c(=O)c(Br)c(C)n2Cc1ccccc1
→ 4, -8, -1.5, -2.0, -0.6, -1.8, -0.3, -1.6, 0, 2.3, -2
Cc1c(CCOC(=O)c2ccc(Cl)cc2Cl)sc[n+]1CC(=O)c1ccc(Br)cc1
→ 6, 6, -0.3, 0.4, 1.4, 2.4, -1.1, -0.5, -6, 0.5, -1
O=C(Nc1ccccc1Cl)c1ccccc1Cl
→ 2, 3, 0.3, -0.5, 1.5, -1.0, -0.6, -1.1, 5, 2.2, 6
COC(=O)c1cc(Cl)c(N)cc1OC
→ -1, 6, -1.1, 0.6, -0.1, -2.1, -0.6, -1.2, 2, -0.3, 0
CNC(=S)N(Cc1cc2cc(C)cc(C)c2[nH]c1=O)C1CCCC1
→ 3, 1, -1.6, 0.5, -2.7, -1.4, 0.7, -1.4, -2, 3.3, -1
Cc1oc2c(cc(NS(=O)(=O)c3ccc(F)cc3)c3ccccc32)c1C(=O)O
→ 2, -20, 1.3, 0.6, 0.3, 0.8, 0.0, -0.1, -27, 1.7, -5
COc1ccc2[nH]c(=O)c(CN(CCO)S(=O)(=O)c3ccc(C)cc3)cc2c1
→ -8, 1, -0.9, 0.4, 1.0, 2.6, -0.8, -1.2, -31, -0.4, 2
Cc1cccc2sc(N(CCN(C)C)C(=O)c3ccc4ccccc4c3)nc12
→ 4, 4, -1.2, 1.0, -1.1, 0.6, 0.8, -1.0, -8, -0.2, 0
S=C(Nc1ccc(Cl)cc1)N(CCCN1CCOCC1)Cc1cccs1
→ -2, -6, 0.1, 1.2, 0.3, 0.1, 0.2, -1.6, -3, 0.7, 3
COC(=O)[C@]12C[C@H](CC(=O)N3CCN(C(=O)C4CC4)CC3)C(=O)N(Cc3ccco3)C1=C[C@H](C(C)(C)C)O[C@@H]2C
→ 1, 17, -1.9, x, -3.3, x, 0.8, -0.9, 1, x, -2
O=C(NC1CCCCC1)c1ccc(CN2CCOCC2)cc1
→ 4, 5, -0.6, 1.2, 2.8, 0.8, -0.3, -0.9, 2, 4.4, -1
CCO[C@@H]1OC(C(=O)NCc2ccccc2)=C[C@H](C(C)(C)C)[C@H]1CCCO
→ -2, -5, -1.3, 0.3, -1.8, 1.2, -0.1, -1.5, 0, 0.7, -1
N#Cc1cccc(C(=O)C(=O)N2CCN(C(=O)OCc3ccccc3)CC2)c1
→ 1, -1, 0.9, x, -0.1, 0.5, -0.3, -1.2, 2, x, 0
Cc1cc(Br)ccc1SCC(=O)OC/C(O)=C(\C#N)c1nc2ccccc2[nH]1
→ 7, -5, 2.6, 0.9, 6.2, 0.8, -0.6, 1.1*, -16, 0.8, 1
Cc1ccc(S(=O)(=O)Nc2cc(C(F)(F)F)ccc2N2CCOCC2)c(C)c1
→ 2, -10, -3.1, -1.5, -1.8, -0.6, -0.6, -1.9, -4, 3.3, -3
Cc1ccc(N2CCN(C(=O)c3[nH]c(C(F)(F)F)nc3-c3ccccc3)CC2)cc1
→ -1, -2, 0.8, x, 0.6, -1.8, -0.3, -0.3, -1, x, -6
Cc1cc(S(=O)(=O)NCc2ccccc2)ccc1OCC(=O)NCC1CCCO1 (stereo not drawn)
→ -3, -9, -0.5, 1.3, -2.3, -0.1, -0.5, -1.6, 2, 0.1, -2
CSc1ccc(/C=N/N2CCN(Cc3ccccc3)CC2)cc1
→ -5, 4, -1.7, 0.7, 4.7, 1.1, -0.2, -1.5, 0, 1.7, 4
N#CC(C(=O)NC1CCCCC1)=C1CCCCCC1
→ 7, -5, -2.4, 1.8, -1.7, -0.6, -0.1, -1.9, 5, -2.3, -2
CC(Oc1ccccc1)C(=O)Nc1ccc(NC(=O)c2ccccc2)cc1 (stereo not drawn)
→ 2, 0, -1.2, 1.8, 0.2, -0.5, -0.5, -1.6, -1, 1.2, -1
Cc1cccc(NC(=O)CS(=O)(=O)c2cn(CC(=O)N3CCOCC3)c3ccccc23)c1
→ 3, -3, 3.6, -0.9, -1.9, 1.9, 0.3, -1.1, -9, 0.3, 1
COCCSc1nc2c(c(=O)[nH]c(=O)n2C)n1Cc1cccc(C)c1
→ -3, 8, -4.0, 1.1, -2.4, -0.5, -0.6, -1.9, -2, 3.1, -1
CCCc1cc(=O)[nH]c(SCC(=O)Nc2ccc(S(=O)(=O)N3CCCC3)cc2)n1
→ -5, -8, -1.4, -0.5, 1.4, 0.4, -0.2, -1.3, -1, 1.7, 5
Cc1ccc(C(=O)OCC(=O)Nc2cc(F)ccc2F)cc1NC(=O)c1ccco1
→ -3, 6, 0.4, -1.0, 0.4, -2.2, -0.3, 0.0, 5, -0.1, -1
COC(=O)c1ccc(CNC(=O)C(NC(=O)c2ccco2)C(C)C)cc1 (stereo not drawn)
→ 4, 2, -1.8, -0.1, 0.3, 1.0, 0.1, -1.3, -9, -0.3, -4
COC(=O)c1c(C)[nH]c(O)c1C=Nc1ccc(C#N)cc1
→ -1, 3, -0.9, -0.4, -2.8, -3.4, -0.2, -1.0, -14, -0.9, 2
O=C(NCCc1ccccc1)c1ccc(Sc2ccccc2Cl)c([N+](=O)[O-])c1
→ 2, 1, -0.8, x, -0.6, x, -1.1, -1.0, 0, x, 3

Source: PubChem BioAssay (several laboratories)

An unsorted share of the library; overall some 7% were active at least once.
